NFkB SMM – NF-kappa-B p105 (human) binding. P19838. Small molecule microarray, anti-His fluorescence binding. calls only. 1.3% of 17,000 active. AID 624139;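 active means spot fluorescence over background significantly raised, with a chance value under 7% in all four replicate spots of the compound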;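 further: probe protein is his-tagged human p50 processed subunit at 1 µg/ml; raw spot fluorescence signals with no normalization applied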
Target sequence (P19838 1-433 limits assumed): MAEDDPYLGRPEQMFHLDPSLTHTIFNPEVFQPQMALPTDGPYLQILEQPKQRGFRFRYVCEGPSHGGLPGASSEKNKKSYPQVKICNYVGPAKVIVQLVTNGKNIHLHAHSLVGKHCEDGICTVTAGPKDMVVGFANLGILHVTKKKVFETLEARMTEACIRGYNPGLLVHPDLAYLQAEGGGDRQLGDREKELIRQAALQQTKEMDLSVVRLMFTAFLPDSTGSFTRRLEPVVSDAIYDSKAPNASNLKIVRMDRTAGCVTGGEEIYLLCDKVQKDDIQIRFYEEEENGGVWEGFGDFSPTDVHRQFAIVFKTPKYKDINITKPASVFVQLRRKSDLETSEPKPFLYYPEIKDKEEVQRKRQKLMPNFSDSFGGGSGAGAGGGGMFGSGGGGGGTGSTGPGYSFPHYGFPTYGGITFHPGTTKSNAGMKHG
Calls only; i = inactive. A portion of the library; count on the stated rates, not on these rows.

compound,NFkB SMM
COc1ccc([Si](C)(C)[C@H]2[C@H](CCO)O[C@@]3(C(=O)N(Cc4cccc(N5CCC5=O)c4)c4ccccc43)[C@@H]2C)cc1,i
Cc1ccc(S(=O)(=O)N2CCC[C@H]2Cn2cc(CN3C(=O)COC[C@H]3c3ccccc3)nn2)cc1,i
O=C(CSc1nnc(-c2ccc(Br)cc2)o1)Nc1cccc(C(=O)N2CCOCC2)c1,i
C=C1C(=O)O[C@@H]2C3=C(C)CC[C@]34O[C@@H](C[C@@H]4C)[C@H]12,i
COc1ccc(NC(=O)Nc2ccc3c(c2)C(=O)N([C@@H](C)CO)C[C@H](C)[C@H](CN(C)S(=O)(=O)c2cccs2)O3)cc1,i
O=C(CSc1nc2sc3c(c2c(=O)n1-c1ccccc1)CCCC3)Nc1ccccc1,i
CS(=O)(=O)N1CCN(CC(O)Cn2c3ccc(Cl)cc3c3cc(Cl)ccc32)CC1 (configuration not stated),i
C[C@@H]1O[C@@H](O[C@H]2[C@H](Oc3cc(O)c4c(c3)O[C@H](c3ccc(O)c(O)c3)CC4=O)O[C@H](CO)[C@@H](O)[C@@H]2O)[C@H](O)[C@H](O)[C@H]1O,i
C[C@@H]1CN([C@H](C)CO)C(=O)c2cc(NC(=O)CCCN(C)C)ccc2O[C@@H](C)CCCCO[C@H]1CN(C)Cc1ccccc1,i
C[C@H]1CCCCO[C@H](CN(C)C)[C@@H](C)CN([C@@H](C)CO)C(=O)c2cc(NC(=O)c3ccccc3)ccc2O1,i
C[C@@H]1CCCCO[C@H](CN(C)C(=O)c2ccccc2)[C@H](C)CN([C@@H](C)CO)C(=O)c2cc(NS(=O)(=O)c3cn(C)cn3)ccc2O1,i
C[C@@H]1CN([C@@H](C)CO)C(=O)c2cc(NS(=O)(=O)c3cccs3)ccc2O[C@@H]1CN(C)C(=O)NC1CCCCC1,i
CNC[C@H]1Oc2ccc(NC(=O)Nc3ccc4c(c3)OCO4)cc2CC(=O)N([C@@H](C)CO)C[C@H]1C,i
COc1ccccc1N1CCN(CCCCNC(=O)c2ccc3ccccc3c2)CC1,i
C[C@@H]1CN([C@H](C)CO)C(=O)c2cccc(NS(C)(=O)=O)c2O[C@@H]1CN(C)Cc1ccc(Cl)c(Cl)c1,i
C[C@H]1CN([C@@H](C)CO)C(=O)CCCn2cc(nn2)CO[C@H]1CN(C)Cc1ccncc1,i
Cc1noc(C)c1S(=O)(=O)Nc1ccc2c(c1)C(=O)N([C@@H](C)CO)C[C@H](C)[C@H](CN(C)C(=O)c1ccncc1)OCCCC[C@H](C)O2,i
O=C(CS(=O)(=O)c1ccccc1)Nc1ccc2c(c1)OCCO2,i
C[C@H](CO)N1C[C@H](C)[C@@H](CN(C)C(=O)Nc2cccc3ccccc23)Oc2ccc(NC(=O)CCN3CCOCC3)cc2CC1=O,i
O=C(O)CCC(NC(=O)c1ccc(Cl)cc1)C(=O)O (configuration not stated),i
CC(Sc1nc(N2CCOCC2)c2c(c1C#N)CC(C)(C)OC2)C(=O)Nc1ccccc1 (configuration not stated),i
Nc1ccc2c3c(cccc13)C(=O)NC2=O,i
Cc1sc2nc(SCC(=O)NCc3ccco3)n(C)c(=O)c2c1C,i
C[C@@H]1CN([C@@H](C)CO)C(=O)c2cccc(NC(=O)Nc3cccc4ccccc34)c2O[C@H]1CN(C)CC1CC1,i
COc1ccccc1-n1c(CSc2nc3cc(C(=O)N4CCCC4)ccc3s2)nc2ccccc2c1=O,i
C[C@H](CO)N1C[C@H](C)[C@H](CN(C)S(=O)(=O)c2ccccc2)Oc2ncc(Br)cc2C1=O,i
O=C(/C=C/c1ccc(O)cc1)NCCc1ccc(O)cc1,i
C[C@H]1CN([C@@H](C)CO)C(=O)c2cccc(NC(=O)c3ccncc3)c2O[C@@H]1CN(C)C(=O)NC1CCCCC1,i
COc1ccc(CCO[C@@H]2O[C@H](CO[C@@H]3OC[C@H](O)[C@H](O)[C@H]3O)[C@@H](OC(=O)/C=C/c3ccc(O)c(OC)c3)[C@H](O[C@@H]3O[C@@H](C)[C@H](O)[C@@H](O)[C@H]3O)[C@H]2O)cc1O,i
C[C@@H]1CN([C@H](C)CO)C(=O)Cc2cc(NS(C)(=O)=O)ccc2O[C@@H]1CN(C)C(=O)Nc1ccc(C(F)(F)F)cc1,i

Among those listed so far, two have bromine.
compound,NFkB SMM
O=C(CSc1nnc(-c2ccc(Br)cc2)o1)Nc1cccc(C(=O)N2CCOCC2)c1,i
C[C@H](CO)N1C[C@H](C)[C@H](CN(C)S(=O)(=O)c2ccccc2)Oc2ncc(Br)cc2C1=O,i

As a working copy, part of the list above:
compound,NFkB SMM
O=C(/C=C/c1ccc(O)cc1)NCCc1ccc(O)cc1,i
C[C@H]1CN([C@@H](C)CO)C(=O)c2cccc(NC(=O)c3ccncc3)c2O[C@@H]1CN(C)C(=O)NC1CCCCC1,i
COc1ccc(CCO[C@@H]2O[C@H](CO[C@@H]3OC[C@H](O)[C@H](O)[C@H]3O)[C@@H](OC(=O)/C=C/c3ccc(O)c(OC)c3)[C@H](O[C@@H]3O[C@@H](C)[C@H](O)[C@@H](O)[C@H]3O)[C@H]2O)cc1O,i
C[C@@H]1CN([C@H](C)CO)C(=O)Cc2cc(NS(C)(=O)=O)ccc2O[C@@H]1CN(C)C(=O)Nc1ccc(C(F)(F)F)cc1,i

More results:
compound,NFkB SMM
C[C@@H]1CN([C@@H](C)CO)C(=O)CCCn2cc(nn2)CO[C@H]1CN(C)S(=O)(=O)c1ccc(Oc2ccccc2)cc1,i
C[C@H]1CN([C@@H](C)CO)C(=O)Cc2cc(NC(=O)NC3CCCCC3)ccc2O[C@H]1CN(C)C(=O)Nc1ccc(C(F)(F)F)cc1,i
C[C@@H]1CN([C@H](C)CO)C(=O)c2cc(NS(C)(=O)=O)ccc2O[C@@H](C)CCCCO[C@H]1CN(C)Cc1ccccc1,i
C[C@@H]1CN([C@H](C)CO)C(=O)c2cccc(NC(=O)Nc3ccc(C(F)(F)F)cc3)c2O[C@H]1CN(C)S(=O)(=O)c1cccs1,i
CCCCN1C(=O)[C@H]2Cc3c([nH]c4ccccc34)[C@H](c3ccc(OC)cc3)N2C1=O,i
C[C@H](CO)N1C[C@H](C)[C@H](CN(C)Cc2ccc3c(c2)OCO3)Oc2c(NC(=O)Nc3cccc4ccccc34)cccc2C1=O,i
CNC[C@H]1Oc2ccc(NC(=O)CCN3CCOCC3)cc2C(=O)N([C@H](C)CO)C[C@@H]1C,i
C[C@H](CO)N1C[C@H](C)[C@@H](CN(C)Cc2ccc(C(F)(F)F)cc2)Oc2ccc(NS(=O)(=O)c3ccc(Cl)cc3)cc2CC1=O,i
C[C@H](CO)N1C[C@H](C)[C@H](CN(C)C(=O)Nc2ccc3c(c2)OCO3)Oc2c(NS(=O)(=O)c3ccccc3)cccc2C1=O,i
CC(C)NC(=O)N(C)C[C@H]1OCCCC[C@@H](C)Oc2ccc(NC(=O)Nc3ccc(F)cc3)cc2C(=O)N([C@@H](C)CO)C[C@H]1C,i
C[C@@H]1CCCCO[C@@H](CN(C)S(=O)(=O)c2ccc(F)cc2)[C@@H](C)CN([C@@H](C)CO)C(=O)c2cc(NC(=O)Nc3ccccc3)ccc2O1,i
Cc1noc(C)c1S(=O)(=O)N(C)C[C@@H]1Oc2ccc(NC(=O)Cc3ccccc3)cc2CC(=O)N([C@H](C)CO)C[C@@H]1C,i
C[C@@H]1CN([C@@H](C)CO)C(=O)c2cccc(NC(=O)NC3CCCCC3)c2O[C@H]1CN(C)S(=O)(=O)c1cn(C)cn1,i
C[C@@H]1CCCCO[C@@H](CN(C)C(=O)C2CCCCC2)[C@@H](C)CN([C@H](C)CO)C(=O)c2cc(NC(=O)NC3CCCCC3)ccc2O1,i
C[C@H](CO)N1C[C@H](C)[C@H](CN(C)C(=O)Nc2ccc(F)cc2)Oc2ccc(NC(=O)C3CC3)cc2CC1=O,i
C[C@H]1CN([C@@H](C)CO)C(=O)c2cccc(NS(C)(=O)=O)c2O[C@@H]1CN(C)C,i
C[C@H]1CN([C@@H](C)CO)C(=O)Cc2cc(NC(=O)CCN3CCOCC3)ccc2O[C@H]1CN(C)Cc1ccc(-c2ccccc2)cc1,i
C[C@@H]1CN([C@H](C)CO)C(=O)Cc2cc(NS(C)(=O)=O)ccc2O[C@@H]1CN(C)CC1CC1,i
C[C@@H]1CN([C@@H](C)CO)C(=O)c2cc(NC(=O)Nc3ccc4c(c3)OCO4)ccc2O[C@H]1CN(C)Cc1ccc(C(=O)O)cc1,i
CCOc1ccccc1NC(=O)C(C)N1c2cccc3cccc(c23)S1(=O)=O (configuration not stated),i
C[C@H]1CCCCO[C@@H](CN(C)C(=O)c2ccccc2)[C@@H](C)CN([C@@H](C)CO)C(=O)c2cc(NS(=O)(=O)c3cn(C)cn3)ccc2O1,i
C[C@@H]1CN([C@H](C)CO)C(=O)Cc2cc(NC(=O)Nc3ccccc3)ccc2O[C@H]1CN(C)C(=O)Nc1ccc(F)cc1,i
c1cc(CN2CCCCC2)cc(OCCCNc2nc3ccccc3s2)c1,i
CN1C(=O)[C@@H]2[C@@H](CC(COc3ccccc3)=C3[C@@H](CCc4ccccc4)OB(O)C[C@@H]32)C1=O,i
CC(C)NC(=O)Nc1ccc2c(c1)C(=O)N([C@@H](C)CO)C[C@@H](C)[C@H](CN(C)C(=O)Cc1ccccc1)OCCCC[C@@H](C)O2,i
COC(=O)N(C)C[C@@H]1OCc2cn(nn2)CCCC(=O)N([C@H](C)CO)C[C@@H]1C,i
C[C@@H]1CCCCO[C@@H](CN(C)C(=O)Nc2ccccc2)[C@@H](C)CN([C@@H](C)CO)C(=O)c2cc(NC(=O)C3CCCCC3)ccc2O1,i
O=C(CSc1n[nH]c(-c2ccccc2Cl)n1)NC1CCCCC1,i
C[C@H](CO)N1C[C@H](C)[C@H](CN(C)C(=O)Nc2cccc3ccccc23)Oc2ncc(Br)cc2C1=O,i
CCc1nnc(SCC(=O)Nc2cccc([N+](=O)[O-])c2)o1,i
C[C@@H]1CN([C@@H](C)CO)C(=O)c2cc(NS(=O)(=O)c3ccccc3)ccc2O[C@H]1CN(C)Cc1ccc(-c2ccccc2)cc1,i
C[C@@H]1CN([C@H](C)CO)C(=O)c2cc(NC(=O)C3CC3)ccc2O[C@H]1CN(C)Cc1ccc(C(=O)O)cc1,i
CC(=O)Nc1ccc2c(c1)nc1n2CCN(Cc2ccco2)C1,i
COc1ccc(S(=O)(=O)N(C)C[C@H]2Oc3ccc(NS(=O)(=O)c4ccc(Cl)cc4)cc3C(=O)N([C@H](C)CO)C[C@@H]2C)cc1,i
C[C@@H]1CCCCO[C@H](CN(C)S(=O)(=O)c2cn(C)cn2)[C@@H](C)CN([C@@H](C)CO)C(=O)c2cc(N(C)C)ccc2O1,i
COc1ccc(OC(=O)CCN2C(=O)C3C4C=CC(C4)C3C2=O)cc1 (configuration not stated),i
CC(C)NC(=O)N(C)C[C@@H]1Oc2c(NC(=O)c3nc4ccccc4s3)cccc2C(=O)N([C@@H](C)CO)C[C@@H]1C,i
CC(=O)NC(C(=O)O[C@H]1CCC(C)(C)[C@@H]2CC=C3C(=O)OCC3(O)[C@@]12C)C(C)C (some centres not stated),i
COc1ccc(NC(=O)N(C)C[C@H]2OCCCC[C@H](C)Oc3ccc(NC(=O)Nc4ccc(C(F)(F)F)cc4)cc3C(=O)N([C@H](C)CO)C[C@@H]2C)cc1,i
COc1ccc(NC(=O)N(C)C[C@@H]2Oc3c(cccc3N(C)C)C(=O)N([C@H](C)CO)C[C@@H]2C)cc1,i
C[C@H](CO)N1C[C@H](C)[C@H](CN(C)C(=O)c2ccccc2)OCCCC[C@H](C)Oc2ccc(NC(=O)Nc3ccc4c(c3)OCO4)cc2C1=O,i
Cc1ccc(S(=O)(=O)N(C)C[C@@H]2Oc3ncc(/C=C/c4ccccc4)cc3C(=O)N([C@H](C)CO)C[C@@H]2C)cc1,i
Nc1nc(Nc2ccccc2)nc2c1ncn2C1OC(CO)C(O)C1O (configuration not stated),i
C[C@@H]1CCCCO[C@@H](CN(C)S(=O)(=O)c2ccc(F)cc2)[C@@H](C)CN([C@H](C)CO)C(=O)c2cc(NC(=O)c3ccncc3)ccc2O1,i
C[C@@H]1CN([C@H](C)CO)C(=O)c2cc(NC(=O)Cc3ccccc3)ccc2O[C@@H](C)CCCCO[C@H]1CN(C)S(=O)(=O)c1cccs1,i
O=S(=O)(N[C@@H]1CCN(Cc2cccc(OCCO)c2)C1)c1cccc2cccnc12,i
C[C@@H]1CN([C@H](C)CO)C(=O)c2cc(NC(=O)Nc3ccccc3)ccc2O[C@@H](C)CCCCO[C@H]1CN(C)S(=O)(=O)c1cccs1,i
COc1ccc(S(=O)(=O)N(C)C[C@@H]2Oc3ccc(NC(=O)C4CC4)cc3C(=O)N([C@@H](C)CO)C[C@H]2C)cc1,i
C=C(C(=O)O)C1CCC2(C)CCC(=O)C(C)=C2C1 (configuration not stated),i
O=S(CCSc1nc2ccccc2s1)Cc1ccc(Cl)cc1 (configuration not stated),i
CC(=O)c1cccc(NC(=S)NCc2ccccn2)c1,i
C=C1C(=O)O[C@H]2C1CCC(C)=C1C(=O)C=C(C)[C@@]12O (some centres not stated),i
C[C@H](CO)N1C[C@H](C)[C@H](CN(C)C(=O)Nc2ccc(F)cc2)Oc2c(NC(=O)Nc3ccc(C(F)(F)F)cc3)cccc2C1=O,i
Cc1noc(C)c1S(=O)(=O)N(C)C[C@@H]1Oc2ccc(N(C)C)cc2CC(=O)N([C@@H](C)CO)C[C@H]1C,i
CC(C)NC(=O)N(C)C[C@@H]1OCCCC[C@H](C)Oc2ccc(NS(=O)(=O)c3cccs3)cc2C(=O)N([C@H](C)CO)C[C@@H]1C,i

Part of the list above, field by field:
SMILES: C[C@@H]1CCCCO[C@@H](CN(C)S(=O)(=O)c2ccc(F)cc2)[C@@H](C)CN([C@H](C)CO)C(=O)c2cc(NC(=O)c3ccncc3)ccc2O1
  NFkB SMM = i

SMILES: C[C@@H]1CN([C@H](C)CO)C(=O)c2cc(NC(=O)Cc3ccccc3)ccc2O[C@@H](C)CCCCO[C@H]1CN(C)S(=O)(=O)c1cccs1
  NFkB SMM = i

Screens from PubChem BioAssay.
